Compound activity deposited in PubChem by National Center for Advancing Translational Sciences (NCATS).
mIDH1 inhibitor: blocks human mutant IDH1 R132H enzyme | 0.093% of 390,000 active | Potency, µM (doses to about 76.6 µM), for inactives: at the highest dose activity change, negative = inhibition, usual class: inhibitors | AID 602179 | O75874 | IDH1-R132H enzyme, NADPH consumption, diaphorase/resazurin fluorescence; also: potency is read from the fitted curve at half-maximal effect; % is scaled to controls: 0 for no effect and ±100 for the full control effect; nearly all actives have a fitted effect of over 65% in size
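IDH1-R132H (0.5 ug/mL dispensed) in pH 7.5 Tris buffer was preincubated 30 min with compound, then given a substrate mix of 0.016 mM NADPH and 2 mM alpha-KG for 80 min at room temperature; remaining NADPH was read by diaphorase/resazurin fluorescence.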
TrxR1 substrate: is turned over as a substrate by rat TrxR1; O89049; purified TrxR1 substrate turnover, NADPH consumption readout; Potency, µM (series often up to 114 µM), inactives show at the top dose activity change, negative = substrate turnover; 0.01% of 390,000 active; also: potency is read from the fitted curve at half-maximal effect; % is scaled to controls: 0 for no effect and ±100 for the full control effect; nearly all actives have a fitted effect of over 50% in size
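Rat TrxR1, dispensed at 90 nM, was prereduced with 400 uM NADPH (final) for 5 min at ~22 deg C, then incubated with compound 15 min before 400 uM selenite. A first-read NADPH fluorescence drop versus no-compound background flagged substrates.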
TRHR agonist: TRH receptor (human) agonism; P34981; TRHR cells, calcium flux fluo-8, FDSS agonist mode; activation, % at 2 µM; 0.18% of 360,000 active; AID 493084; in the data active = activation above about 30%; also: 0% is about no effect
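Steps: seed TRHR cells overnight; add fluo-8 no-wash Ca dye, RT 30 min–1.5 h; record 10 s baseline; pin-transfer compounds; monitor fluorescence 1 cycle/s for the agonist window. Calcium increases flag candidate agonists.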
TrxR1 inh: rat TrxR1 inhibition; 1% of 390,000 active; AID 588453; recombinant rTrxR1, NADPH fluorescence consumption, selenite substrate; Potency, µM (highest dose often 114 µM), inactives show top-dose activity change, negative = inhibition, usual class: inhibitors; O89049; also: potency is read from the fitted curve at half-maximal effect; % is scaled to controls: 0 for no effect and ±100 for the full control effect; nearly all actives have a fitted effect of over 65% in size
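Rat TrxR1 (90 nM in the dispensed reagent) was pre-reduced with 400 uM NADPH for 5 min at room temperature, then incubated with compound for 15 min. After 400 uM selenite was added, NADPH fluorescence (Ex 340/Em 450 nm) was followed for 8 min.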
USP1-UAF1 inh: USP1/UAF1 (human) deubiquitinase inhibition | recombinant USP1/UAF1, Ub-Rhodamine cleavage fluorescence | Potency, µM (doses to about 57.1 µM), inactives show at the top dose activity change, negative = inhibition, actives largely listed as inhibitors | 0.23% of 390,000 active | AID 743255; also: potency is read from the fitted curve at half-maximal effect; % is scaled to controls: 0 for no effect and ±100 for the full control effect; nearly all actives have a fitted effect of over 60% in size; inactives centre near -12
Target sequence (O94782 whole entry, looked up): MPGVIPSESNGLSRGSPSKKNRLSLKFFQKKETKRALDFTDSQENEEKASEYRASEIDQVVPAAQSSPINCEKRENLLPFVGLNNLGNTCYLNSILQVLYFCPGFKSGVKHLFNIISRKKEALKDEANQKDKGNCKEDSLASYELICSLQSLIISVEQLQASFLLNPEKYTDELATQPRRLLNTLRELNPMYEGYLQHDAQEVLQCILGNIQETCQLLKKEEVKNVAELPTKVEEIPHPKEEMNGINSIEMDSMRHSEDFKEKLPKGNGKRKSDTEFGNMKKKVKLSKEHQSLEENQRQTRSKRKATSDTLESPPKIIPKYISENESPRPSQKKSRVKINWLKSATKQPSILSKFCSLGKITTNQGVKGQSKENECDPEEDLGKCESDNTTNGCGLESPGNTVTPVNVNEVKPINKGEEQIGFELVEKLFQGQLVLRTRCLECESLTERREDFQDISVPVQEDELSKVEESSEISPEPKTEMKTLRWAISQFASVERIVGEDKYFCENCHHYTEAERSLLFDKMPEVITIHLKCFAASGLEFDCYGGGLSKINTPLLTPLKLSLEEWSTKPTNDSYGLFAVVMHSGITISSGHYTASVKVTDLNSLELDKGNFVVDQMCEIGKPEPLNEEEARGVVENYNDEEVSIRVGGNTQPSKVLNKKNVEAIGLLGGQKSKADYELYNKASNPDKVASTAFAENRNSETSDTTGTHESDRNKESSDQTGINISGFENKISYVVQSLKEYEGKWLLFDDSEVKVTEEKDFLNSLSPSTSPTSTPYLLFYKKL
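In this screen, compounds sit with the deubiquitinase complex (1nM) for 15 min at room temperature before Ub-Rho is added at 150nM final. Fluorescence rise is then followed for 6 reads every 60 seconds.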
TRHR enhancer: allosteric enhancers of human TRH receptor; 0.66% of 360,000 active; TRHR cells, fluo-8 calcium fluorescence, EC20 TRH enhancement; P34981; enhancement, % at 2 µM; in the data active = enhancement above about 30%; also: 0% is about no effect
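Enhancer read-out: after compound pinning and an initial kinetic agonist-mode read, an EC20 of TRH (10 nM final) was injected and fluo-8 calcium signal (Ex 480/Em 530) followed at 1 s/cycle for 100 cycles in TRHR-expressing cells.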
D2 agonist: activates the human D2 dopamine receptor; P14416; HEK293 T-REx D2 cells, calcium flux agonist mode; 0.53% of 340,000 active; AID 485358; activation, % at 2 µM;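 active = activation over 3 SD above normal in the single-dose calcium agonist read, cut at about 30% in these data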; also: 0% is about no effect
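Tetracycline-induced HEK293 Trex cells with D2 receptor force-coupled to calcium signaling, plated overnight at 30 C and loaded with no-wash calcium dye. Calcium flux read kinetically for 180 s after compound addition; responses flag agonists.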
D2 antagonist: antagonizes the human D2 dopamine receptor; P14416; HEK293 TREx D2 cells, calcium flux, dopamine EC80; inhibition, % at 10 µM; 2% of 340,000 active; in the data active = inhibition above about 30%; also: 0% is about no effect
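Tetracycline-induced HEK293 T-REx cells expressing D2 force-coupled to calcium signalling were dye-loaded, exposed to compound for 180 s, then challenged with an EC80 of dopamine; calcium flux was followed kinetically for a further 180 s.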
PI4K2A block: blocks human PI4K2A kinase activity; Q9BTU6; activity change, negative = inhibition, % at 76.9 µM; purified PI4K2A, ADP-Glo luminescence, 1 h; hits give low values; 0.13% of 420,000 active; AID 1346378; in the data active = activity change below about -50%; inconclusive = mostly about -30% to -49%;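 also: -100% = wells without enzyme as full effect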
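In this quantitative HTS, ADP production by PI4K2A was quantified luminescently after 1 h at ambient temperature; 100 microM adenosine served as plate-quality control.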
The depositor's hits bear a star; ? = inconclusive; . = not tested or not shown; [ ] = dose if it differs, or a comment. Unless noted, calls follow the shape of the dose curve; as a rule, active = well fitted inhibition curve with a large enough effect; inconclusive = small, poorly fitted or top-dose-only effect; inactive = no such curve, though single readings can be large or run the other way.

SMILES	mIDH1 inhibitor	TrxR1 substrate	TRHR agonist	TrxR1 inh	USP1-UAF1 inh	TRHR enhancer	D2 agonist	D2 antagonist	PI4K2A block
Cc1cccc(NC(=O)c2cccc(N3C(=O)C4CCC(C)CC4C3=O)c2)c1C (configuration not stated)	1.3%	-3.5%	0.7	2.5%	5.1%	-3.0	0.5	5.7	1.2
COc1ccc(NC(=O)C(=O)NCCCO)cc1Cl	-7.6%	0.2%[57.1 µM]	-0.2	11.2%[57.1 µM]	?	-5.3	0.5	6.5	2.8
Cc1cc2ncn(C3CC(O)C(CO)O3)c2cc1C (configuration not stated)	0.7%	7.3%[57.1 µM]	.	8.8%[2.29 µM]	7.6%	.	.	.	-0.1
CCn1c(SCC(=O)Nc2ccc(S(N)(=O)=O)cc2)nnc1-c1cccc(OC)c1	5.3%	-5.6%	0.1	8.8%[57.1 µM]	-11.9%	5.7	0.5	1.2	0.9
O=C1Nc2ccc(S(=O)(=O)NCCC3=CCCCC3)c3cccc1c23	6.8%	19.5%	0.1	-7.4%	-19.9%	3.8	2.0	-1.5	-1.1
C(=N\Nc1nc(N2CCCCCC2)nc(N2CCCCCC2)n1)/c1ccccc1	-4.5%	0.3%	-3.3	28.8%	-22.4%	-14.9	.	.	5.0
COc1ccc(NC(=O)C(=O)NNC(=O)c2cccs2)cc1	10.4%	-7.6%	-0.5	11.0%	-12.9%	0.6	0.3	-4.3	-0.9
O=C(CNC1CCCC1)Nc1ccc(N2CCCCCC2)cc1	-4.6%	5.2%[57.1 µM]	2.2	13.2%[57.1 µM]	2.2%	3.0	2.6	-1.7	-2.2
Cc1ccc(NC(=O)Nc2ccccc2F)cc1S(=O)(=O)N1CCOCC1	0.0%	-2.0%	0.1	5.1%	-22.5%	-9.1	-0.1	10.4	-3.8
Cc1ccc(CNC(=O)C2CCC(=O)N(Cc3ccc(Cl)cc3)C2)cc1F (configuration not stated)	-0.2%	-0.1%	-0.5	3.1%	3.6%	4.1	0.4	-22.0	4.9
O=C(c1ccccc1)N1CCN(C(=S)NCc2ccc3c(c2)OCO3)CC1	9.8%	-2.4%	1.6	-14.9%	-20.5%	1.6	0.4	11.9	-2.8
O=C(c1cccn1-c1nnc(N2CCCC2)s1)N1CCN(c2ccc(F)cc2)CC1	18.6%	-2.0%[57.1 µM]	-0.7	12.2%[57.1 µM]	-10.2%	6.2	0.9	.	1.0
Cc1ccc(-c2nn(CC(=O)NCc3ccccc3)c3c2cnc2ccc(F)cc23)cc1C	-3.6%	1.0%[57.1 µM]	0.2	21.9%[57.1 µM]	-6.5%	1.8	0.1	.	-9.0
Cc1ccc(-c2csc(/C(C#N)=C(\O)CN3CCN(C(=O)c4ccco4)CC3)n2)cc1	-0.6%	-8.6%	-0.2	-15.9%	-13.6%	14.6	-0.5	-6.1	-12.9
COc1ccc(NC(=O)C2CCN(C(=O)Cc3ccccc3)CC2)cc1OC	13.9%	4.9%[57.1 µM]	0.6	14.5%[57.1 µM]	-1.8%	-6.2	1.6	-4.7	0.9
COc1ccc(CCNC(=O)c2ccc3c(c2)SC2=NS(=O)(=O)CCN23)cc1	5.0%	-4.2%[0.0914 µM]	0.1	19.6%	-17.3%	-0.9	1.3	9.4	-0.8
Cc1cc(C)cc(N2CCn3c2nc2c3c(=O)n(C/C=C/c3ccccc3)c(=O)n2C)c1	5.2%	3.8%	-0.3	22.9%[11.4 µM]	8.3%	-0.6	-0.8	.	3.2
Cc1ccc(Cn2c(=O)n(CCCCC(=O)NCCc3ccc(Cl)cc3)c(=O)c3ccccc32)cc1	0.5%	-1.3%	3.3	17.2%	?	-11.8	2.7	.	-2.5
Cc1nn(-c2ccc(N3CCCC3)nn2)c(C)c1CCC(=O)NCc1ccc(F)cc1	-7.0%	0.7%[57.1 µM]	-0.1	7.7%[57.1 µM]	-24.1%	9.6	0.3	.	-7.5
COc1cc(NC(=O)Cn2cnc3c(OCc4ccccc4)ncnc32)cc(OC)c1OC	28.7%	3.9%	.	14.9%	?	.	.	.	-2.5

Rewritten bar-delimited: part of the list above.
compound | mIDH1 inhibitor | TrxR1 substrate | TRHR agonist | TrxR1 inh | USP1-UAF1 inh | TRHR enhancer | D2 agonist | D2 antagonist | PI4K2A block
Cc1cc(C)cc(N2CCn3c2nc2c3c(=O)n(C/C=C/c3ccccc3)c(=O)n2C)c1 | 5.2% | 3.8% | -0.3 | 22.9%[11.4 µM] | 8.3% | -0.6 | -0.8 | . | 3.2
Cc1ccc(Cn2c(=O)n(CCCCC(=O)NCCc3ccc(Cl)cc3)c(=O)c3ccccc32)cc1 | 0.5% | -1.3% | 3.3 | 17.2% | ? | -11.8 | 2.7 | . | -2.5

The main list resumes, repeating the 5 entries before the break.
SMILES	mIDH1 inhibitor	TrxR1 substrate	TRHR agonist	TrxR1 inh	USP1-UAF1 inh	TRHR enhancer	D2 agonist	D2 antagonist	PI4K2A block
COc1ccc(CCNC(=O)c2ccc3c(c2)SC2=NS(=O)(=O)CCN23)cc1	5.0%	-4.2%[0.0914 µM]	0.1	19.6%	-17.3%	-0.9	1.3	9.4	-0.8
Cc1cc(C)cc(N2CCn3c2nc2c3c(=O)n(C/C=C/c3ccccc3)c(=O)n2C)c1	5.2%	3.8%	-0.3	22.9%[11.4 µM]	8.3%	-0.6	-0.8	.	3.2
Cc1ccc(Cn2c(=O)n(CCCCC(=O)NCCc3ccc(Cl)cc3)c(=O)c3ccccc32)cc1	0.5%	-1.3%	3.3	17.2%	?	-11.8	2.7	.	-2.5
Cc1nn(-c2ccc(N3CCCC3)nn2)c(C)c1CCC(=O)NCc1ccc(F)cc1	-7.0%	0.7%[57.1 µM]	-0.1	7.7%[57.1 µM]	-24.1%	9.6	0.3	.	-7.5
COc1cc(NC(=O)Cn2cnc3c(OCc4ccccc4)ncnc32)cc(OC)c1OC	28.7%	3.9%	.	14.9%	?	.	.	.	-2.5
O=c1cc(-c2ccccc2)oc2cc(OCc3ccccc3)cc(O)c12	4.4%	-2.2%[57.1 µM]	0.3	27.1%[57.1 µM]	-3.7%	25.9	0.9	50.7*	1.5
COc1ccc(C2Nc3cccc4cccc(c34)N2)cc1Br	2.6%	0.1%	2.5	?	-23.5%	-0.6	.	.	3.0
COc1cc(OC)c(S(=O)(=O)Nc2ccccc2NC(=O)CN2CCOCC2)cc1NC(C)=O	-7.1%	-14.4%	3.7	-12.8%	-17.7%	-2.0	0.3	-10.3	-4.5
NC(=O)c1cnn(Cc2ccc(Cl)cc2)c1N	7.2%	-5.8%	1.0	5.3%	-5.9%	4.9	1.0	-10.2	1.2
O=[N+]([O-])c1ccc(N2CCN(Cc3ccccc3)CC2)s1	-7.9%	-11.0%	0.0	-8.2%	-13.0%	0.9	0.4	-6.9	4.7
CC(C)(C)C1(O)CC(C(F)(F)F)=NN1C(=O)CCc1ccccc1 (configuration not stated)	16.3%	-12.8%[57.1 µM]	0.5	3.3%[57.1 µM]	-5.2%	-2.6	-0.3	-9.8	-2.9
CSc1nc2ccc3nc(NC(=O)c4ccccc4)sc3c2s1	-2.4%	213.6%[activator][57.1 µM]	0.4	118.7%[activator][57.1 µM]	-15.6%	37.3*	22.8	4.5	-2.1
Fc1ccccc1CNc1cc(Cl)cc(Cl)c1	3.2%	5.2%[57.1 µM]	-2.5	25.4%[57.1 µM]	-14.2%	18.7	.	.	8.3
CCN(CCO)c1ncnc2onc(-c3ccc(F)cc3)c12	-9.2%	0.8%	-0.5	22.5%	-12.3%	-4.2	-1.3	-10.3	3.6
Brc1ccc(OCCN2CCOCC2)cc1	3.9%	4.0%[57.1 µM]	0.3	21.2%[57.1 µM]	-11.1%	5.2	0.9	-7.8	-1.5
COc1cccc(N=Cc2ccc(O)cc2O)c1	10.3%	0.9%	-1.1	6.2%	-4.4%	1.8	-2.7	-1.2	2.3
O=C(c1cc2ccccc2cc1O)N1CCN(c2cccc(Cl)c2)CC1	2.6%	0.4%	0.1	-5.2%	-16.3%	6.0	0.1	-17.7	0.3
Cc1ccc(C)n1C1CCS(=O)(=O)C1 (configuration not stated)	-6.8%	0.3%	0.1	-23.6%[57.1 µM]	-11.8%	-2.4	-0.2	16.2	4.4
COc1ccc(-c2c(C#Cc3ccsc3)c3cc(-c4ccc(OC)nc4)ccc3n2C)cc1	-16.1%	65.6%[activator]	0.6	19.4%	?	-0.8	1.1	-7.8	2.4
O=C(CCC1CCCN(Cc2cccc3c2OCO3)C1)NCc1ccc(F)c(F)c1 (configuration not stated)	6.6%	2.0%[57.1 µM]	-0.1	3.2%[57.1 µM]	-19.4%	-3.2	0.1	7.6	0.8
O=C(O)CCC(=O)N1CCCC1	3.4%	4.9%[57.1 µM]	-0.1	17.1%[57.1 µM]	-2.4%	0.3	0.6	1.3	-22.2
C[n+]1c2n(c3ccccc31)N=C(c1ccc(Br)cc1)CS2	1.6%	-1.5%	-0.4	26.0%	-13.3%	0.4	.	.	-9.7
CC1=C(C(=O)Nc2cc(C(=O)N(C)Cc3ccccc3)ccc2C)SCCO1	0.0%	-1.4%	-0.4	7.6%	-19.6%	7.7	0.2	0.4	7.5
CC(C)CCC1(CCNC(=O)c2cccs2)CCOC(C)(C)C1 (configuration not stated)	5.9%	1.7%[57.1 µM]	-0.2	20.5%[57.1 µM]	-6.1%	-12.7	-0.8	19.9	-2.3
CC1(C)CC(NC(=O)c2ccc(Cl)c(S(=O)(=O)N(Cc3ccccc3)c3ccccc3)c2)CC(C)(C)N1	-0.2%	3.0%	-0.6	3.9%	-13.2%	14.4	-0.2	2.8	-5.1
